Source: PubChem BioAssay (NCI)
All columns: NCI-60 one-dose screen, growth in % after 48 h at 10 µM unless noted; 100 = growth as untreated, 0 = no growth, -100 = all killed.
UACC-62 – UACC-62 melanoma; hit rate 5.4% among 81,000
A549/ATCC – A549/ATCC NSCLC. hit rate 3.7% among 81,000
SK-MEL-5 – SK-MEL-5 melanoma; hit rate 6.4% among 80,000; AID 1794755
MALME-3M – MALME-3M melanoma. hit rate 5.8% among 78,000. AID 1794766
SK-MEL-2 – SK-MEL-2 melanoma; hit rate 4.7% among 77,000
UACC-257 – UACC-257 melanoma; hit rate 4.4% among 78,000
EKVX – EKVX NSCLC; hit rate 3% among 71,000
M14 – M14 melanoma; hit rate 6.2% among 80,000; AID 1794745
* marks the source's active call; other numbers are inactive results; · = no result given; & = joins results of further samples; [ ] = dose if it differs, or a comment. The calls were made as follows: active = growth percent below 10; inactive = the rest.

Start of the listing, in advance:
SMILES	UACC-62	A549/ATCC	SK-MEL-5	MALME-3M	SK-MEL-2	UACC-257	EKVX	M14
Nc1c([N+](=O)[O-])ccc2c1Oc1ccccc1O2	76.7	83.5	82.6	99.2	103.7	89.2	28.4	81.1
O=[N+]([O-])c1c2ccccc2cc2ccccc12	92.1	102.1	110.9	102.3	98.1	107.9	117.5	107.7
CC1(C)N=C(N)N=C(N)N1c1ccc(CCC(=O)Nc2ccc(S(=O)(=O)F)cc2)c(Cl)c1	16.9	-5.3*	22.2	83.1	48.5	·	55.1	23.4
NNc1n[nH]c(=S)n1N	96.6&102.3&112.1	137.6&100.9&102.3	101.7&100.2&98.5	115.0&100.6&112.4	103.4&93.6	125.2&97.6	90.7&98.0&89.5	113.7&106.6&94.5
C[C@H]1C[C@@H]2[C@H](CC[C@]3(C)[C@@H](O)CC[C@@H]23)[C@@]2(C)CC[C@H](O)C[C@H]12	89.3	96.8	93.3	99.6	102.1	105.7	·	86.1
CN(C/C=C/CN(C)P(=S)(N1CC1)N1CC1)P(=S)(N1CC1)N1CC1	79.5	76.0	95.2	·	·	99.8	104.3	100.1

The whole of this part, repeating the preview:
SMILES	UACC-62	A549/ATCC	SK-MEL-5	MALME-3M	SK-MEL-2	UACC-257	EKVX	M14
Nc1c([N+](=O)[O-])ccc2c1Oc1ccccc1O2	76.7	83.5	82.6	99.2	103.7	89.2	28.4	81.1
O=[N+]([O-])c1c2ccccc2cc2ccccc12	92.1	102.1	110.9	102.3	98.1	107.9	117.5	107.7
CC1(C)N=C(N)N=C(N)N1c1ccc(CCC(=O)Nc2ccc(S(=O)(=O)F)cc2)c(Cl)c1	16.9	-5.3*	22.2	83.1	48.5	·	55.1	23.4
NNc1n[nH]c(=S)n1N	96.6&102.3&112.1	137.6&100.9&102.3	101.7&100.2&98.5	115.0&100.6&112.4	103.4&93.6	125.2&97.6	90.7&98.0&89.5	113.7&106.6&94.5
C[C@H]1C[C@@H]2[C@H](CC[C@]3(C)[C@@H](O)CC[C@@H]23)[C@@]2(C)CC[C@H](O)C[C@H]12	89.3	96.8	93.3	99.6	102.1	105.7	·	86.1
CN(C/C=C/CN(C)P(=S)(N1CC1)N1CC1)P(=S)(N1CC1)N1CC1	79.5	76.0	95.2	·	·	99.8	104.3	100.1
C[N+]1(C)CCN(c2ccccc2)CC1	95.5	114.0	113.8	108.5	138.3	126.9	119.2	105.6
CN(Cc1ccccc1)CC(Cl)c1ccccc1 (configuration not stated)	106.2	103.4	100.3	101.3	104.3	103.9	90.3	96.4
CN(C)CCNC(=O)C(=O)c1cn(Cc2ccccc2)c2ccc(OCCO)cc12	98.0	101.5	99.5	93.6	106.1	95.5	91.8	89.4
N#CN	109.1	82.9	110.3	104.4	103.8	·	92.4	99.0
CCCCN(CCCC)P(=O)(Oc1ccccc1)Oc1ccccc1	60.1	49.0	67.0	118.7	43.4	70.4	59.0	52.3
CN1C(=O)C(C)(C2=CCCCC2)C(=O)NC1=S (configuration not stated)	107.0	100.2	99.6	118.4	99.8	105.3	112.1	112.7
CCCNC(=O)C[C@H](CCC(F)(F)F)C(=O)N[C@H]1N=C(c2ccccc2)c2ccccc2N(C)C1=O	86.8	101.4	103.6	78.7	114.6	86.4	92.4	·
CCC1(CC(C)c2ccccc2)C(=O)NC(=O)NC1=O (configuration not stated)	100.9	·	101.1	105.5	122.9	98.8	·	109.0
CC1(C)CCC(=O)O1	100.0	97.3	110.6	111.9	109.3	96.3	102.1	101.3
COC(=O)c1cn(Cc2c[nH]c3ccccc23)c2ccccc12	76.0	98.5	99.1	90.2	100.6	101.3	90.1	94.3
CCOP(=O)(OCC)C1CCC(=O)O1 (configuration not stated)	112.3	107.4	102.9	102.9	·	105.1	·	99.5
Cc1cccc(C)c1N	100.6	103.8	97.5	104.7	·	105.3	103.3	93.7
C[C@]12CCC(=O)C[C@@H]1CC[C@@H]1[C@@H]2CC[C@]2(C)OC(=O)CC[C@@H]12	103.1	101.0	114.9	123.1	116.7	110.1	115.2	113.3
C1=NCCCN2CCCCC12 (configuration not stated)	106.7	101.2	104.9	119.6	117.5	107.3	·	103.3
ClCCN1CCCCC1	104.1	98.9	93.9	101.9	103.6	99.7	99.4	94.5
CN1CCCCC1Cc1ccccc1 (configuration not stated)	105.5	94.1	104.6	97.9	·	93.7	113.6	102.5
Cc1ccc(N)cc1N	92.8	110.8	100.1	114.2	100.6	113.8	95.5	·
CN(C)CC(=O)c1ccc(O)c(O)c1	98.0	·	103.8	86.6	78.2	·	97.7	102.9
Nc1nc(N)nc(NC2CC2)n1	103.7	94.4	93.9	98.7	·	93.0	91.8	96.3
CC(=O)[C@H]1CC[C@H]2[C@@H]3CC[C@H]4C[C@H](N)CC[C@]4(C)[C@H]3CC[C@]12C	80.9	66.4	62.8	82.9	89.8	55.2	76.9	68.3
COC(=O)[C@@H](C)C[C@H](Cc1ccc2ccccc2c1)NC(=O)c1csc([C@@H](C[C@H](C(C)C)N(C)C(=O)[C@@H](NC(=O)[C@H]2CCCCN2C)C(C)C)OC(C)=O)n1	49.3	47.5	-21.0*	63.1	57.8	77.0	46.1	24.6
CC(C)=CCc1c2c(c(O)c3c1O[C@]14C(=C[C@@H]5C[C@H]1C(C)(C)O[C@@]4(C/C=C(/C)C(=O)O)C5=O)C3=O)C=CC(C)(C)O2	-69.4*	-43.9*	-98.9*	-70.4*	-75.2*	-77.2*	-62.3*	-50.1*
Cc1ccccc1N1CCN(C(C)C#N)CC1 (configuration not stated)	92.1	99.0	94.4	110.1	102.8	112.6	107.4	99.1
O=C(CCCC1SCC2NC(=O)NC21)NCCCc1cn(CCOCc2ccc(COC(=O)CCCc3ccc(N(CCCl)CCCl)cc3)cc2)nn1 (configuration not stated)	86.4	104.0	101.5	105.9	116.7	106.4	104.6	98.2
CC(=O)OC1CCC2(C)C(=CC(=O)C3C2CCC2(C)C(OC(C)=O)CCC32)C1 (configuration not stated)	92.5	97.4	95.3	·	·	106.7	93.5	100.4
O=[N+]([O-])c1ccc2cnn(CSP(=S)(c3ccccc3)c3ccccc3)c2c1	43.0	73.3	56.0	55.3	98.2	86.3	·	58.1
CCCCC(CC)CNC1CCCCC1 (configuration not stated)	93.7	99.0	107.1	87.7	115.1	91.5	86.7	128.5
CC/C(=C(\CC)c1ccc(Oc2nc(N3CC3)nc(N3CC3)n2)cc1)c1ccc(Oc2nc(N3CC3)nc(N3CC3)n2)cc1	90.9	84.4	98.4	105.4	103.0	89.2	·	100.7
C[N+](C)(C)CCCl	105.8	113.2	111.9	120.0	103.5	108.0	108.1	114.9
CC12CCC3C(CCC4Cc5[nH]c6ccccc6c5CC43C)C1CCC2O (configuration not stated)	31.8	41.5	2.5*	48.3	67.2	74.1	56.8	20.6
Oc1ccc(C2(c3ccc(O)cc3)CCCCC2)cc1	96.3&84.3	71.9&87.1	102.7&106.0	105.1&107.8	99.8&116.8	85.6&94.9	98.2&97.6	89.5&113.8
C[C@]12CCC(O)CC1=CCC1C2CC[C@]2(C)C(=O)/C(=C/c3cnc[nH]3)CC12 (some centres not stated)	116.7	101.6	105.5	95.3	97.3	112.2	90.9	105.5
CCCCC1CO1 (configuration not stated)	103.6	102.8	116.4	101.7	116.6	94.8	·	107.7
O=C(CI)Nc1ccc(Br)cc1	79.2	90.9	62.6	-65.0*	76.4	92.9	101.8	14.1
OC(c1ccc(Cl)cc1)C(Cl)(Cl)Cl (configuration not stated)	96.1	85.7	104.5	107.4	108.7	81.2	·	96.3
C#CC[Se]C(=O)c1ccc2n[se]nc2c1	51.4	59.7	83.2	41.5	104.2	59.3	13.8	54.9
C#CCOc1cc2c(cc1CC=C)OCO2	102.4	74.0	97.3	126.1	91.2	94.2	94.6	87.2
C/C=C/CC1(CC)C(=O)NC(=S)NC1=O	90.8	105.6	99.8	102.4	90.3	109.3	98.3	100.8
CN[C@@H](c1ccccc1)[C@H](O)c1ccccc1	101.4	99.1	101.9	97.5	105.2	106.8	94.6	99.6
O=C1C=C(Cl)C(=O)C(Cl)=C1	93.2	104.4	108.9	99.7	112.1	105.8	98.9	104.2
CC1(C(=O)O)CC12c1ccccc1-c1ccccc12 (configuration not stated)	112.4	102.0	101.2	114.8	96.2	97.4	121.3	109.0
O=C(O)CSc1ccc(N=Cc2ccc(N(CCCl)CCCl)cc2)cc1	47.0	92.5	87.2	105.8	102.1	82.0	88.2	85.2
Cc1cc[c-]cc1.Fc1c[c-]c(-c2ccccn2)c(F)c1.N#CCC[PH+](CCC#N)c1ccccc1.[Pt+2]	9.8*	50.5	68.6	0.4*	59.4	62.4	56.8	21.9
CCC(C#N)c1ccccc1 (configuration not stated)	95.3&98.3	96.0&109.5	108.2&100.8	96.7&95.1	104.7&123.1	89.7&105.2	103.0	97.1&100.5
Other structures
SMILES	UACC-62	A549/ATCC	SK-MEL-5	MALME-3M	SK-MEL-2	UACC-257	EKVX	M14
COc1ccc2c(ccc3oc([N+](=O)[O-])cc32)c1	-60.2*	0.8*	-80.4*	-55.0*	·	-56.9*	·	-40.2*
N#Cc1nn(-c2c(Cl)cc(C(F)(F)F)cc2Cl)c(N)c1S(=O)C(F)(F)F (configuration not stated)	93.6	105.5	90.1	85.4	102.0	97.0	89.2	100.5
c1ccc(NC2=NCCN2)nc1	86.4	99.1	104.0	·	85.2	113.3	104.3	94.0
CC1(C)CC2CCC(O)C2C(CCO)N1 (configuration not stated)	99.3	·	103.0	107.3	111.9	92.7	109.1	109.3
O=C(O)c1cc(S(=O)(=O)F)c2ccccc2c1O	97.6	104.4	100.4	108.6	84.7	99.7	·	98.0
Cc1ncc(C(=O)O)n1C(C)c1ccccc1 (configuration not stated)	102.5	98.7	100.6	100.1	106.1	102.2	100.5	115.9
CC(=O)c1ccc(Cl)cc1	107.7	113.4	107.9	100.3	107.1	107.8	94.4	112.4
O=C(Nc1ccccc1)c1c(O)[nH]c(=O)[nH]c1=O	107.8	100.2&101.8	106.7&99.7	92.8&95.8	118.6	105.2&99.3	92.2	116.2&107.8
Nc1nc(N)c(-c2ccc(Cl)cc2)c(COc2cccc(NC(=O)c3cccc(S(=O)(=O)F)c3)c2)n1	100.3	92.1	101.6	87.3	109.2	93.5	·	102.4
C[C@]12CC[C@H]3[C@@H](C[C@@H]4SC(Nc5ccccc5)=N[C@@]45C/C(=N/O)CC[C@]35C)[C@@H]1CCC2=O	86.0	88.9	84.5	83.8	69.0	99.9	86.6	68.5
COC(=O)[C@@H](NC(=O)c1nn(Cc2ccc(F)cc2)c2ccccc12)C(C)(C)C	87.6	87.0	93.4	100.4	95.5	91.8	92.6	103.2
CN(N=O)c1ccc([N+](=O)[O-])cc1	·	106.1	102.5	·	103.5	102.9	·	95.3
CNC(=O)Oc1ccccc1OC(=O)NC	106.6	97.8	101.0	98.4	96.2	104.3	105.3	102.0
CC1=C(C)CN2CC(C#N)=C(N)C2C1 (configuration not stated)	100.3	98.2	98.3	98.5	112.9	·	·	105.5
O=C(N/N=C\c1ccc(N(CCCl)CCCl)cc1)C(=O)c1c[nH]c2ccccc12	53.0	57.3	80.1	87.3	113.7	98.4	73.6	90.1
C[C@]12CC[C@H]3[C@@H](CCC4=CC(=O)CC[C@@]43C)[C@@H]1C[C@@H](F)[C@H]2O	95.5	104.2	111.3	92.0	103.3	115.2	101.7	97.5
CN=C1CN=C(c2ccccc2)c2cc(Cl)ccc2N1	93.3	95.8	98.0	116.3	105.1	102.7	106.7	97.9
NN	109.5	112.1	107.3	·	105.5	110.2	·	103.5
COC(=O)CC(c1ccc(O)c(Cl)c1)c1c(O)c2ccccc2oc1=O (configuration not stated)	93.9[8.25 µM]	101.8[8.25 µM]	102.4[8.25 µM]	95.8[8.25 µM]	91.5[8.25 µM]	101.2[8.25 µM]	100.2[8.25 µM]	104.9[8.25 µM]
CCCOP(=S)(N1CC1C)N1CC1(C)C (configuration not stated)	93.9	105.4	101.2	132.7	135.5	117.2	·	109.0
CC(C)=CC1C(C(=O)OCCCc2ccc3c(c2)OCO3)C1(C)C (configuration not stated)	95.3	101.6	97.9	89.0	109.2	106.9	92.6	96.3
CCN(CC)CCOC(=O)C(OC)(c1ccccc1)c1ccccc1	97.9	92.2	103.1	97.8	103.9	·	96.8	100.7
O=C(c1ccccc1)C(Br)CN1CCOCC1 (configuration not stated)	102.0	108.3	99.5	105.1	109.3	100.3	101.6	98.0
O=C(CCl)NCNC(=O)CCl	82.0	93.2	92.7	113.7	90.4	76.5	·	91.5
CC1CN1P1(=O)OCC(C)([N+](=O)[O-])CO1 (configuration not stated)	96.5	107.3	121.7	137.5	113.6	106.3	104.5	112.0
COC(=O)C12CCc3c(ccc4cc(OC)ccc34)C1=CC(=O)C2 (configuration not stated)	93.0	107.2	96.1	111.1	106.8	115.6	99.0	115.1
O=CN1N=C(c2ccc(Br)cc2)CC1c1sc(N(CCCl)CCCl)nc1Cl (configuration not stated)	61.0	87.8	97.0	105.9	84.6	89.2	82.4	102.5
CC(Cc1ccccc1)NC(=O)/C=C/C(=O)O (configuration not stated)	106.0	·	101.5	97.2	93.9	·	·	105.6
CC(=O)O[C@@H]1[C@@H]2O[C@H]2[C@@](C)(O)C(=O)[C@@H](C)C/C=C/[C@H]2[C@@H]3O[C@]3(C)[C@@H](C)C3[C@H](Cc4ccccc4)NC(=O)[C@@]312 (some centres not stated)	78.8	25.1	71.0	71.0	72.1	·	39.1	65.2
CC12CCC3C(C(=O)CC4CC(O)CCC43C)C1CCC2=O (configuration not stated)	104.3	100.8	107.5	107.6	96.1	96.2	111.0	104.1
COc1cc(/C=C\[N+](=O)[O-])ccc1O	80.2&61.1	76.1&89.2	79.3&77.0	96.4&50.4	93.5&87.7	90.5&61.2	91.7&107.9	52.1&71.3

Only part of the results is shown, so the mix of outcomes need not match the whole.
